Bioassay records as filed in PubChem.
NR5A2 inv ag: inverse agonists of human LRH-1 (NR5A2). O00482. HEK293T StAR-luciferase reporter, LRH-1 transfected, 24 h. inhibition, % at 3.6 µM. 360,000 tested, 0.13% active;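 active = inhibition above the mean inhibition of all tested compounds plus 3 SD, cut at about 73% in these data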;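 note: 0% = DMSO wells and 100% = reporter-only cells lacking LRH-1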
SRC3 inh: inhibitors of human steroid receptor coactivator 3 (SRC3); Q9Y6Q9; HEK293 GAL4-SRC3 luciferase reporter, luminescence; inhibition, % at 3.6 µM; 360,000 tested, 0.17% active; AID 588352;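 active = inhibition above a per-campaign cutoff, the mean of all compounds plus 3 SD, cut at about 60% in these data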;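 note: 0% = DMSO-treated cells and 100% = gossypol-treated cells at 36 µM; higher means less SRC3-driven luciferase light from the GAL4 reporter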
TLR9-MyD88 block: blocks human TLR9 binding to MyD88 | 340,000 tested, 0.21% active | Q9NR96+Q99836 | CHO BLA complementation TLR9-MyD88, CCF4 FRET ratio | inhibition, % at 4.98 µM;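 active = inhibition above the mean over all tested compounds plus 3 SD, cut at about 21% in these data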;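 note: 0% = DMSO only wells and 100% = clavulanate BLA inhibitor control wells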
NCOA1 inh: inhibitors of human steroid receptor coactivator 1 (SRC1); 360,000 tested, 0.12% active; HEK293 GAL4-SRC1 luciferase reporter, luminescence; inhibition, % at 3.6 µM; AID 588354;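 active = inhibition above the campaign mean plus 3 SD, with each screening campaign given its own cutoff, cut at about 60% in these data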;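 note: 0% = DMSO treated cells and 100% = gossypol at 36 µM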
ABHD5 PLIN5 PPI: ABHD5-PLIN5 protein interaction inhibition | 360,000 tested, 0.78% active | inhibition, % at 4 µM | Q00G26+Q8WTS1 | Split G. princeps luciferase complementation, luminescence, 4 h;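 active = inhibition above the mean inhibition across every tested compound plus 3 SD, cut at about 22% in these data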;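 note: 0% = DMSO only wells and the 100% control is not disclosed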
MC4R antagonist: human MC4R antagonism in cAMP assay; P32245; MC4R-expressing cells, MTII-stimulated cAMP, LANCE TR-FRET; inhibition, % at 6.5 µM; 360,000 tested, 0.48% active; AID 540295;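 active = inhibition above its plate's cutoff, the mean of tested wells on that plate plus 3 SD, cut at about 29% in these data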;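 note: 0% = Melanotan II alone and 100% = Melanotan II plus saturating MCL0020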
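Test system: U2OS cells stably expressing human melanocortin 4 receptor (MC4R); also added: Melanotan II challenge; compound: 6.5 µM single dose; timing: 30-min compound preincubation, 1-h Melanotan II challenge, 1-h detection, room temperature; signal: Eu-cAMP/anti-cAMP TR-FRET, emission 671 nm; repeats: one well per compound, no replicates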
NOD2-RIPK2 inh: NOD2-RIPK2 protein interaction inhibition. O43353. CHO BLA complementation NOD2-RIPK2, CCF4 ratio. inhibition, % at 4.98 µM. 360,000 tested, 0.38% active. AID 624267; in the data active = inhibition above about 21%;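 note: 0% = vehicle only and 100% = reference blocker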
NR2F2 inh: blocks human COUP-TFII nuclear receptor. P24468. 370,000 tested, 0.7% active. HEK293T NGFI-A luciferase reporter, luminescence. inhibition, % at 8.6 µM. AID 686940;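 active = inhibition above a per-plate cutoff, mean inhibition of test wells between control levels plus 3 SD, cut at about 38% in these data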;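 note: cells cotransfected with COUP-TFII expression vector driving the NGFI-A reporter; 0% = median of COUP-TF2 test wells and 100% = reporter-only cells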
SRC2 inh: inhibits human steroid receptor coactivator 2 | Q15596 | 370,000 tested, 0.17% active | AID 651957 | HEK293 GAL4-SRC2 luciferase reporter, luminescence | inhibition, % at 9 µM;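 active = inhibition above the mean inhibition of all tested compounds plus 3 SD, set per campaign, cut at about 52% in these data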;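 note: 0% = DMSO treated cells and 100% = cells given Gossypol at 36 µM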
Target sequence (Q15596 whole entry, looked up, the tested form may be a part): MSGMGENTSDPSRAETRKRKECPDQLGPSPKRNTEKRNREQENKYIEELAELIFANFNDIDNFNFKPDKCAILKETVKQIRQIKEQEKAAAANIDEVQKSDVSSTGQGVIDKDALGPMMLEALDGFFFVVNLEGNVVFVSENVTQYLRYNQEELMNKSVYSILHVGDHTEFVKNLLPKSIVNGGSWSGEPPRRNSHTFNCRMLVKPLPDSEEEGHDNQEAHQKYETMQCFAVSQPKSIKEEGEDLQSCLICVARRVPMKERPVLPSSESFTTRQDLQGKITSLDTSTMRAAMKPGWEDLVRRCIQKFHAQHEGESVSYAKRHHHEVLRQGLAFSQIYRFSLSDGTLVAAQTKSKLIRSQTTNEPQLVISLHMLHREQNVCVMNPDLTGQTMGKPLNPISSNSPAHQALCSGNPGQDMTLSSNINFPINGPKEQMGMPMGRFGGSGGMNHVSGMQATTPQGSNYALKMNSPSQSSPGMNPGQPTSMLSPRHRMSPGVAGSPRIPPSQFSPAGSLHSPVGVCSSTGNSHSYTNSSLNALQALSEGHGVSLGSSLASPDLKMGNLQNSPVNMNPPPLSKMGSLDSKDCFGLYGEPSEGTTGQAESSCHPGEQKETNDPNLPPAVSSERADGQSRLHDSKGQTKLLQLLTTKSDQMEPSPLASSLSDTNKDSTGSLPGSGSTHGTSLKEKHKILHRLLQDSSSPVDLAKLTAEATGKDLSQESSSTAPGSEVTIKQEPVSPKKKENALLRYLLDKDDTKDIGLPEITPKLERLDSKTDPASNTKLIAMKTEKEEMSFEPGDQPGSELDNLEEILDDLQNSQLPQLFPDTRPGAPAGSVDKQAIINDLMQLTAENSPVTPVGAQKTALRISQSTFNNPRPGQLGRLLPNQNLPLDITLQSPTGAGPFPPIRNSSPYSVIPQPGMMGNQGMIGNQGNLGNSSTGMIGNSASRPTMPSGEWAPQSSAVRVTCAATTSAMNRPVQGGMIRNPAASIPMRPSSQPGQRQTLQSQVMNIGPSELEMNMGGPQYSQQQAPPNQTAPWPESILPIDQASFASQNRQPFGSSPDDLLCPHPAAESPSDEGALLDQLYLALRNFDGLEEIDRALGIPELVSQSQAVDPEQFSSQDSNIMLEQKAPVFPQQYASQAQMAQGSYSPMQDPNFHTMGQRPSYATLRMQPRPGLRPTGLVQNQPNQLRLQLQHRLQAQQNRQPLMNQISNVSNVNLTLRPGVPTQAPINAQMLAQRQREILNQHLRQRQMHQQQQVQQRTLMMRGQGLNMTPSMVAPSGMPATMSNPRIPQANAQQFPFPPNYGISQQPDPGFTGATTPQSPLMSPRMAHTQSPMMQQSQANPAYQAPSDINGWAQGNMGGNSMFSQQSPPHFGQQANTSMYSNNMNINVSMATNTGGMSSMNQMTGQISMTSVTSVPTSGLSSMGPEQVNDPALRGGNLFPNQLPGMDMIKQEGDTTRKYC
LMP1 NFkB inh: Epstein-Barr LMP1 NF-kappaB reporter inhibition | inhibition, % at 12.5 µM | 350,000 tested, 0.69% active | LMP1-induced NF-kappaB luciferase reporter cells, luminescence; in the data active = inhibition above about 41%;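 note: 0% = neutral control wells and 100% = reference inhibitor control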
MC4R ag barr: agonists of human melanocortin 4 receptor (MC4R) beta-arrestin. P32245. U2OS MC4R beta-arrestin complementation, luminescence; percent of melanotan II response, DMSO zero. activation, % at 8.9 µM. 360,000 tested, 0.98% active. AID 540308;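 active = activation above a per-plate cutoff, the mean activation of sample wells on that plate plus 3 SD, cut at about 8% in these data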
Active calls of the source: *; nt = no result given. An excerpt. The share of hits here may be higher or lower than overall.

Each structure is followed by: NR5A2 inv ag	SRC3 inh	TLR9-MyD88 block	NCOA1 inh	ABHD5 PLIN5 PPI	MC4R antagonist	NOD2-RIPK2 inh	NR2F2 inh	SRC2 inh	LMP1 NFkB inh	MC4R ag barr
NS(=O)(=O)c1ccc(CCNS(=O)(=O)Cc2ccc(Cl)cc2)cc1
→ -6	8	1	9	-1	-7	-3	-11	-10	-6	-2.1
COC(=O)c1c(SCC(=O)Nc2ccc(C)c(C)c2)nc(=O)[nH]c1C
→ 13	11	2	2	1	-6	-11	11	-5	0	-0.2
CC1(C(=O)NS(=O)(=O)c2ccccc2Cl)CCN1C(=O)c1cccc(F)c1 (stereo not given)
→ 7	12	nt	-5	7	-2	-12	9	-9	nt	-0.1
O=C(CSc1ccccn1)N1CCN(C(=O)CSc2ccccn2)CC1
→ 3	4	-1	-13	-1	6	-4	4	-12	-1	0.5
Cc1cc(NC(=O)c2cccc(Br)c2)n[nH]1
→ -73	-73	4	-88	-7	-3	-10	-32	-69	-19	1.7
O=S1(=O)CC2SC(=S)N(c3ccccc3)C2C1 (stereo not given)
→ 0	7	nt	4	-1	-4	-6	-10	-15	nt	-0.2
Cc1cccc(NC(=O)C2CCN(C(=O)c3ccc(F)cc3)CC2)n1
→ 5	-18	10	8	3	5	-5	-11	1	0	-1.1
CCOC(=O)COc1cc2oc(=O)cc(C)c2cc1[N+](=O)[O-]
→ -11	10	-3	-8	-5	23	9	-2	-3	-4	0.1
CCc1cccc(C)c1NC(=O)C1C2CCC(O2)C1C(=O)O (stereo not given)
→ -19	3	-4	-3	4	2	6	-5	-2	-2	-2.0
COc1ccccc1NC(=O)C1C2CCCCC21 (stereo not given)
→ 2	-6	-5	-16	-2	6	3	0	-12	7	1.5
CCCSC1=C(C#N)C2(CCCCC2)C(C#N)=C(N)N1
→ 23	6	6	-6	-5	2	-3	9	20	-2	-1.4
CC(=O)Nc1ccc2c(c1)nc1n2CCSC1
→ -6	-7	-10	-22	-18	0	0	-16	12	1	-0.8
COc1ccc(S(=O)(=O)Nc2ccccc2OC)cc1N=Nc1c(O)[nH]c(=S)[nH]c1=O
→ -3	3	-8	2	-1	-16	-5	14	-6	12	-0.8
COc1ccc(C2(CNC(=O)c3ccc(OC)c([N+](=O)[O-])c3)CCCCC2)cc1OC
→ -7	-21	-4	-32	6	0	6	11	13	4	-1.3
C=CCn1c(SCC(=O)c2cc(C)n(CCOC)c2C)nc2sc(C)c(C)c2c1=O
→ -11	-7	8	-5	3	7	-7	-4	3	2	-0.5
O=C(NCc1ccccc1)C(c1ccc(C(F)(F)F)cc1)n1c(=O)c(-c2ccccc2)nc2ccccc21 (stereo not given)
→ 14	nt	nt	nt	-3	nt	3	-16	-12	nt	nt
CCOC(=O)C1Oc2ccccc2C(c2ccc(F)cc2)=C1C(=O)OC (stereo not given)
→ 29	9	-4	3	-6	4	7	7	-4	-12	0.4
CCN(CC)C(=O)CSc1ncccc1-c1nc2ccccc2[nH]1
→ 10	-4	-2	6	-3	-1	7	2	-5	4	-2.9
O=C(/C=C/c1ccc(Br)cc1)Nc1ccc(S(=O)(=O)Nc2ncccn2)cc1
→ -32	-9	-9	-15	-5	21	-13	-10	-11	-4	0.2
Cc1nc(-c2ccccc2)sc1-c1ccnn1C
→ -147	-80	-11	-138	-5	-6	-3	-37	-50	-22	-3.7
O=C(NCc1ccco1)c1ccccc1Nc1ccc(F)cc1
→ -19	0	-8	-14	7	-5	13	-11	-16	2	0.1
NS(=O)(=O)c1cccc(NC(=O)CSc2nnc(-c3ccncc3)n2C2CC2)c1
→ -19	18	-5	-6	7	5	-12	10	1	-8	0.5
On1cnnc1-c1ccccc1
→ -1	-4	-2	16	2	5	-5	-1	8	-1	0.8
COCCN(C(=O)CSc1nnc(-c2ccc(C)c(C)c2)o1)c1c(N)n(CC(C)C)c(=O)[nH]c1=O
→ 8	8	9	-34	6	-7	8	9	-4	2	-1.4
Cc1ccc(OCCN2CCN(C(=O)CCC(=O)Nc3nnc(CC(C)C)s3)CC2)cc1
→ 25	24	5	32	3	12	-12	56*	8	24	3.4
COc1ccc(-c2cc(C(=O)NCCCN3CCCC3=O)c3ccccc3n2)cc1OC
→ 14	-3	-13	-7	-1	-3	-9	-7	-3	2	-0.1
CCC(C(=O)Nc1ccncc1)c1ccccc1 (stereo not given)
→ 6	17	5	13	-2	15	-1	9	-14	5	-0.1
COc1ccc(-n2nc([N+](=O)[O-])c(=NCc3ccc4c(c3)OCO4)n2O)cc1
→ -65	-53	-2	-63	-6	-2	4	-18	-32	-1	-1.3
COc1cc(OC)cc(C(=O)NC(=S)NNC(=O)[C@H]2C[C@@H]2c2ccccc2)c1
→ 1	8	-6	-8	-10	-1	-3	-9	7	13	-3.7
Cn1nnnc1SCc1ccc(C(=O)Nc2nccs2)cc1
→ -66	-71	4	-24	-9	18	-1	-29	-37	-11	-1.9
CCCCOc1ccc(CC2CCC(=O)NC2=O)cc1 (stereo not given)
→ 5	6	-2	-33	3	-4	-10	-4	-10	-6	-3.4
CC(C)c1ccc(C2C3=C(COC3=O)Nc3cc4c(cc32)OCO4)cc1 (stereo not given)
→ 24	0	8	-19	0	-24	-1	-45	25	-1	0.8
Cc1cc(C)c(S(=O)(=O)c2c(C)cccc2C)c(Cl)n1
→ 13	13	5	1	1	1	-11	4	-5	-1	-2.2
Cc1onc(-c2ccccc2Cl)c1C(=O)O/N=C(\N)c1ccc([N+](=O)[O-])o1
→ 51	6	-4	10	3	6	4	20	-21	1	2.1
COc1cccc(OCc2cc(C(=O)NCc3ccccn3)no2)c1
→ -69	-104	-2	-65	-9	-1	-1	-11	-98	-37	-1.7
COCCn1c(=O)sc2ccccc2c1=O
→ -1	11	-1	-21	3	-9	5	1	-9	-3	-2.0
O=C(COc1ccc(/C=N/NS(=O)(=O)c2ccccc2)cc1)Nc1ccccc1
→ 3	7	-12	1	15	-7	0	-29	-10	5	1.8
Cc1nnc(C)n1/N=C/c1cc(Br)ccc1O
→ -3	-15	-4	-4	-1	9	-5	0	-5	2	-0.7
CCOc1cc(NCc2ccccc2)c2ncn(C(C)C)c2c1
→ 2	12	-9	-10	-7	-5	2	7	12	-50	0.2
CN1CCN(C(=O)c2ccc(-c3cc4nc(NCc5cccnc5)n(C)c(=O)c4s3)cc2)CC1
→ 8	-16	nt	-1	4	4	-5	-7	-9	nt	-1.2
CCOC(=O)c1cc(-c2ccccc2)sc1NC(=O)C(C)OC(=O)c1cccnc1Cl (stereo not given)
→ -4	-5	-6	-10	-4	17	-2	-5	-10	-1	-1.0
CC(C)Sc1nc2c(c(=O)n(C)c(=O)n2C)n1C
→ 7	2	-1	6	-1	14	-1	13	-13	0	-0.5
O=C(COC(=O)c1ccc([N+](=O)[O-])o1)Nc1cccc(S(=O)(=O)N2CCOCC2)c1
→ -11	11	-1	2	-2	6	-2	4	-4	-9	-2.0
C=CCOC(=O)C1=C(C)N(C)C(=O)NC1c1cc2c(cc1Br)OCO2 (stereo not given)
→ 15	4	-12	-6	-2	-2	1	1	-10	-18	-2.2
Cc1ccc(N2C(=O)CN(Cc3cccs3)C2=S)cc1C
→ 11	3	4	-3	-1	3	0	19	-3	-5	-2.3
O=C(CN(Cc1ccc(F)cc1)C(=O)CNS(=O)(=O)c1ccc(Cl)cc1)NCC1CCCO1 (stereo not given)
→ -2	-8	-1	1	0	6	-7	-9	-3	0	0.5
Cc1ccc(S(=O)(=O)/C(C#N)=C/c2ccccc2OCc2ccccc2)cc1
→ -11	-5	11	2	1	-5	5	15	-16	5	-0.4
CCc1nc2ccc(C(=O)NCCC(C)C)cn2c1N(C)Cc1ccc(OC)cc1
→ 0	13	nt	17	8	7	0	21	-23	nt	6.7
CCN(C(=O)c1ccc(S(=O)(=O)N2CCC(C)CC2)cc1)C1CCS(=O)(=O)C1 (stereo not given)
→ -15	-13	6	36	5	12	-8	5	-6	-10	0.2
CN1CCN(c2nc(Nc3cccc(C(F)(F)F)c3)nc(N3CCOCC3)n2)CC1
→ 14	-10	1	2	12	1	-1	10	-34	-19	-0.3
CCCc1cc(=O)oc2c(C)c(OC(C)C(=O)NCCN3CCOCC3)ccc12 (stereo not given)
→ 27	-20	3	-11	5	4	-6	-7	-2	0	-0.3
COc1ccc(C2NC(=O)CS2)cc1 (stereo not given)
→ -6	2	-10	-1	0	22	-4	2	-39	4	1.4
CC(NC1CCCCC1)C(=O)NN=C(c1ccccc1)c1ccccc1 (stereo not given)
→ 13	0	9	-4	-1	10	-7	9	-21	6	-2.9
Cc1cc(NC(=O)c2cccc(Br)c2)no1
→ -33	-32	-7	-30	8	6	-4	-5	-10	-15	-2.0
CC(C)(C)CC(C)(C)NC(=S)NC1CCN(Cc2ccccc2)CC1
→ 2	22	-3	11	7	8	3	-4	13	-11	0.0
Cc1nn(-c2ccccc2)c(Cl)c1C(=O)NNC(=O)c1ccncc1
→ 8	-42	11	-2	0	1	-13	-3	-18	7	-1.8
CC(C)(C)c1ccc(C(=O)CSc2nc3ccccc3c(=O)[nH]2)cc1
→ -1	17	0	2	0	-3	-6	0	-14	0	-0.5
CCCCCN(C(=O)CCC(=O)OCC(=O)c1ccc(CCC)cc1)c1c(N)n(CCCC)c(=O)[nH]c1=O
→ 14	-7	0	-13	3	0	-1	-2	-40	5	-0.8
Cc1noc(C)c1S(=O)(=O)N1CCCC(C(=O)NCC2CCCO2)C1 (stereo not given)
→ -11	10	1	-25	0	13	-5	-5	-16	2	-2.5
C[C@@H]1NC(=O)c2cc([N+](=O)[O-])cc(I)c2OCC[C@@H](C(N)=O)NC(=O)[C@H](CCCCN)NC1=O
→ -1	6	-1	-9	0	-4	-1	nt	nt	5	-0.9

New compounds follow
Each structure is followed by: NR5A2 inv ag	SRC3 inh	TLR9-MyD88 block	NCOA1 inh	ABHD5 PLIN5 PPI	MC4R antagonist	NOD2-RIPK2 inh	NR2F2 inh	SRC2 inh	LMP1 NFkB inh	MC4R ag barr
CCC(OC(=O)c1nsc(Cl)c1Cl)C(=O)NC(C)(C)C (stereo not given)
→ 6	11	-4	-2	-4	-2	-10	5	4	-3	-0.6
CC(C)CCNC(=O)C(c1ccc(O)cc1)N(Cc1ccco1)C(=O)CCC(=O)Nc1nccs1 (stereo not given)
→ 6	-17	1	-9	-1	6	-14	17	2	-7	-3.2
OCCNc1nc(Nc2ccccc2O)nc(N2CCCC2)n1
→ 30	-6	-3	7	-6	5	12	10	-6	-2	-0.9
Cc1ccc(CNc2nc(NCC3CC3)nc3ccsc23)c(C)c1
→ -5	11	nt	11	-1	0	8	37	2	nt	0.1
